# High-throughput results: PubChem BioAssay, National Center for Advancing Translational Sciences (NCATS)
# MCF10A rerep = DNA re-replication induction in MCF 10a cells. Potency, µM (titrated, usually from 46.1 µM), for inactives: at the highest dose activity, positive = re-replication, actives largely listed as activators. AID 624296. actives 2.9% (n = 350,000). MCF 10A DNA re-replication, Hoechst nuclear intensity, 48 h; also: potency is read from the fitted curve at half-maximal effect; % of control where 0% means no effect; nearly all actives have a fitted effect of over 50% in size
# Nrf2 activator = Nrf2 pathway activation. AREc32 ARE-luciferase reporter (MCF7-derived line), luminescence, 24 h. Potency, µM (doses to about 46.1 µM), for the others: at the highest dose activation, actives largely listed as activators. actives 0.31% (n = 410,000). AID 624171; also: potency is read from the fitted curve at half-maximal effect; % of control where 0% means no effect; nearly all actives have a fitted effect of over 65% in size
#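 Cells of the AREc32 ARE-luciferase line are plated in OPTI-MEM containing 5% FBS and left overnight at 37 deg C. Compounds are pinned in, incubation continues 24 hr, and firefly luciferase signal is then measured.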
# TGFb SMAD3 inh = inhibitors of TGF-b signaling; AID 588855; HepG2 CAGA-GFP TGF-b/SMAD3 reporter, GFP fluorescence, 18 h; TGF-beta stimulated, 500 pg/mL final; Potency, µM (titrated, usually from 46.1 µM), without a hit: at the highest dose activity, negative = inhibition, actives largely listed as inhibitors; actives 1.2% (n = 410,000); also: potency is read from the fitted curve at half-maximal effect; % is scaled to controls: 0 for no effect and ±100 for the full control effect; nearly all actives have a fitted effect of over 65% in size
#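 HEPG2 CAGA-GFP, 1000 cells/well; 2 h settle, 37 C; cpd via pin tool; TGF-b 500 pg/mL final; 18 h, 37 C; GFP imaging ex488/em500-530; %Activity normalised to -TGF-b and +DMSO controls; CRC fit, curve class.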
# Nrf2 inh = blocks Nrf2 signaling; A549 ARE-Fluc reporter, luciferase luminescence, 18-24 h; Potency, µM (top dose mostly 46 µM), for inactives: top-dose activity change, negative = inhibition, most hits filed as inhibitors; actives 2.1% (n = 360,000); also: potency is read from the fitted curve at half-maximal effect; % is scaled to controls: 0 for no effect and ±100 for the full control effect; nearly all actives have a fitted effect of over 60% in size
#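 Concentration-response testing used A549 ARE_Fluc cells at 5000 cells/well. Following an 18-24 h compound incubation, viability was read by fluorescence (Ex 405/Em 525) and luciferase output by luminescence.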
# HepG2 viability = HepG2 cytotoxicity, counter-screen for TGF-b inhibitors; AID 588856; Potency, µM (highest dose often 46.1 µM), without a hit: top-dose activity change, negative = cytotoxicity, actives largely listed as cytotoxic; actives 0.76% (n = 410,000); HepG2 CAGA-GFP viability, ATP luminescence, 18 h; also: potency is read from the fitted curve at half-maximal effect; some results filed as inactive show a strong effect at the top dose
#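 HepG2 CAGA-GFP cells (1000/well, DMEM with 1% FBS) received compound, then TGF-beta at 500 pg/mL final, and were incubated 18 hours at 37 degrees C. Viability was read by CellTiter-Glo luminescence. Media-only wells were set as complete cell-killing and DMSO as no toxicity.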
# A549 tox = A549 cytotoxicity, counter-screen for Nrf2 inhibitors. A549 ARE-Fluc cells, CellTiter-Fluor viability, 18-24 h. Potency, µM (titrated, usually from 46 µM), for inactives: top-dose activity change, negative = cytotoxicity, actives largely listed as inhibitors. actives 0.16% (n = 390,000). AID 504648; also: potency is read from the fitted curve at half-maximal effect; % is scaled to controls: 0 for no effect and ±100 for the full control effect
#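 A549 ARE-Fluc cells in 5% FBS OPTI-MEM, 5000 cells/well, rested 2 h then exposed to compounds in concentration-response for 18-24 h at 37 °C. Viability by CellTiter-Fluor fluorescence (Ex 405/Em 525) after 30 min; luciferase luminescence (BugLite, 15 min, RT) read afterwards.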
# IL-1B inflam inh = inflammasome signaling inhibition, IL-1 beta readout; THP-1 LPS/ATP IL-1B secretion, AlphaLISA, 16 h; stronger effect = lower value; actives 4.7% (n = 360,000); activity change, % at 57.5 µM; in the data active = activity change below about -50%; inconclusive = mostly about -30% to -49%; also: % is scaled to controls: 0 for no effect and ±100 for the full control effect
#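 THP-1 cells pretreated 1 hr with compounds (up to 57.5 uM final), then stimulated with LPS (250 ng/mL final) plus ATP (1.25 mM final); secreted IL-1B measured by AlphaLISA after 16 hr, decreased signal indicating inhibition.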
# ATXN2 expr inh = inhibitors of ATXN2 expression | HEK-293 ATXN2-luciferase reporter, luminescence, 24 h | Potency, µM (doses to about 57 µM), for the others: at the highest dose activity change, negative = inhibition, usual class: inhibitors | actives 0.72% (n = 360,000); also: potency is read from the fitted curve at half-maximal effect; % is scaled to controls: 0 for no effect and ±100 for the full control effect; nearly all actives have a fitted effect of over 55% in size
#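 qHTS (up to 57 uM final) was run with 24 h compound exposure of reporter cells at 37 °C. Each well was multiplexed: SteadyGlo luminescence measured ATXN2-luciferase expression after a fluorogenic Gly-Phe-AFC viability readout (25 uM final).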
# ATXN viability = reduces viability in counter-screen for ATXN expression inhibitors; S2 cells (HEK-293 line with an ATXN2-luciferase reporter) viability, CellTiter-Fluor protease fluorescence, 24 h; Potency, µM (doses to about 56.7 µM), hits mostly cytotoxic; actives 0.49% (n = 400,000); also: potency is read from the fitted curve at half-maximal effect; nearly all actives have a fitted effect of over 40% in size
# * = called active by the depositor; i = inactive; ? = inconclusive; . = not tested or not shown; & = joins results of further samples; [ ] = remark or other dose. Unless noted, calls follow the shape of the dose curve; as a rule, active = well fitted curve in the direction sought with a large enough effect; inconclusive = small, poorly fitted or top-dose-only effect, or another doubt; inactive = no such curve, though single readings can be large; an effect the other way counts as inactive or inconclusive.
no.	mol	MCF10A rerep	Nrf2 activator	TGFb SMAD3 inh	Nrf2 inh	HepG2 viability	A549 tox	IL-1B inflam inh	ATXN2 expr inh	ATXN viability
1	Cc1cc2[nH]c(=O)c(=O)[nH]c2cc1S(=O)(=O)Nc1cccc(C(F)(F)F)c1	.	-0.9%	1%	?	-5%	-1%	.	6%	i
2	CC1(C(=O)Nc2cccnc2)Cc2c(-c3ccccc3)ccnc2O1 (stereo unspecified)	.	0.2%[9.22 µM]	10%	.	-17%	.	-18	-8%	i
3	CC(C(=O)N1CCc2ccccc21)N(C)CC(=O)Nc1ccccc1Cl (stereo unspecified)	13%	-1.8%	1%	?	-21%	0%	-12	3%	i
4	Cc1cc(C(=O)COC(=O)c2ccc(O)cc2)c(C)n1CC1COc2ccccc2O1 (stereo unspecified)	5%	4.7%	?	?	-34%	-13%	11	-10%	i
5	CCC1CCCCN1S(=O)(=O)c1ccc(NC(=O)c2ccncc2)cc1 (stereo unspecified)	8%	-0.6%	?	8.2µM*	-19%	-15%	-3	-32%	?
6	C=CCNC(=O)CSCc1ccc(Br)cc1	-2%	0.2%	-19%	-4%	-9%	-4%	-6	-5%	i
7	COc1ccc(NC(=O)CSc2nnc(-c3cccnc3)s2)cc1	0%	-0.5%	11%	1%	-6%	1%	-6	7%	i
8	COc1ccc(C(=O)NNC(=O)CCn2nnc(-c3ccc(C)cc3)n2)cc1OC	?	-0.3%	-1%	-17%	19%	0%	11	-23%	i
9	CC1=CC(C)(C)N(S(=O)(=O)c2ccc(F)cc2)c2ccc(C)cc21	-5%	0.5%	-23%	-28%	-42%	0%	37	-11%	i
10	CN1c2ccccc2C(=O)/C(=C\Nc2ncccn2)S1(=O)=O	1%	2.4%	-17%	?	7%	5%	-15	-11%	i
11	OC(c1cccnc1)c1nc(/C=C/c2ccc(C(F)(F)F)cc2)cs1 (stereo unspecified)	.	3.7%[9.22 µM]	-2%	.	-20%	.	11	-8%	i
12	N#C/C(=N\Nc1ccc(F)cc1)C(=O)C1CC1	?	3.9%	-20%	-10%	-6%	-3%	16	?	i
13	Cc1cccc(CSc2nnc(NC(=O)CSc3nnc(C)s3)s2)c1	1%	0.3%	-12%	20%	-26%	5%	-2	6%	i
14	CCN(CC(=O)Nc1c(F)cccc1F)C(=O)Cn1[nH]c(=O)c2ccccc2c1=O	0%	2.2%	0%	?	-9%	0%	0	-2%	i
15	CCOc1ccc(-c2noc(CCC(=O)O)n2)cc1	?	-2.9%	-16%	3.3µM*	-19%	5%	18	?	i
16	Cc1ccc(CNC(=O)CCCn2nc(C)c3c(C)n(-c4ccccc4)nc3c2=O)cc1	3%	-0.7%&3.6%	?	-22%	-13%&-10%	10%&9%	?	22%	i
17	Cc1ccc(Cn2c(C)cc3c(c2=O)C(c2cccs2)C(C#N)=C(N)O3)cc1 (stereo unspecified)	?	-0.5%	2%	-8%	-1%	-13%	0	-11%	i
18	CC(OC(=O)c1ccncc1)C(=O)Nc1cc(S(=O)(=O)N2CCCCC2)ccc1Cl (stereo unspecified)	-1%	0.2%	1%	-3%	1%	0%	4	-15%	i
19	COc1cc(C=NNC(=O)C(=O)Nc2cccc(Cl)c2)cc(OC)c1O	.	4.0%	-4%	.	-32%	.	-10	.	i
20	COCCn1ccc2c(OCC(=O)Nc3ccccc3OC)cccc2c1=O	28%	4.2%	-3%	?	-10%	-11%	?	-23%	i
21	Cc1ccccc1C(=O)NCC(=O)N1CCN(C/C=C/c2ccccc2)CC1	-1%	-0.1%	0%	-26%	3%	-3%	0	-28%	i
22	CCCCc1nc(Cl)c(CO)n1Cc1ccc(-c2ccccc2-c2nn[nH]n2)cc1	13%&3%	-0.3%	-12%	-10%	-2%	-15%	-6	6%&7%	i
23	CSc1cccc(NC(=O)CCCNC(=O)c2ccc(Cl)cc2)c1	?	-0.1%	?	-10%	-9%	1%	38	-3%	i
24	O=[N+]([O-])c1ccc(N/N=C\c2ccccc2OCc2ccccc2)cc1	?	7.0%	-1%	5%	3%	-8%	0	0%	i
25	C(=Cc1cnnc2ccccc12)c1ccccc1	6%	?	-10%	?	-15%	-11%	-63*	54%[activator]	i

# Structures listed so far containing two or more sulfur atoms, in the order listed:
no.	mol	MCF10A rerep	Nrf2 activator	TGFb SMAD3 inh	Nrf2 inh	HepG2 viability	A549 tox	IL-1B inflam inh	ATXN2 expr inh	ATXN viability
7	COc1ccc(NC(=O)CSc2nnc(-c3cccnc3)s2)cc1	0%	-0.5%	11%	1%	-6%	1%	-6	7%	i
13	Cc1cccc(CSc2nnc(NC(=O)CSc3nnc(C)s3)s2)c1	1%	0.3%	-12%	20%	-26%	5%	-2	6%	i

# Single records, from the list above.
# Shown for Cc1cc2[nH]c(=O)c(=O)[nH]c2cc1S(=O)(=O)Nc1cccc(C(F)(F)F)c1 = MCF10A rerep: .; Nrf2 activator: -0.9%; TGFb SMAD3 inh: 1%; Nrf2 inh: ?; HepG2 viability: -5%; A549 tox: -1%; IL-1B inflam inh: .; ATXN2 expr inh: 6%; ATXN viability: i
# Shown for CCCCc1nc(Cl)c(CO)n1Cc1ccc(-c2ccccc2-c2nn[nH]n2)cc1 = MCF10A rerep: 13%&3%; Nrf2 activator: -0.3%; TGFb SMAD3 inh: -12%; Nrf2 inh: -10%; HepG2 viability: -2%; A549 tox: -15%; IL-1B inflam inh: -6; ATXN2 expr inh: 6%&7%; ATXN viability: i

# Continuation.
no.	mol	MCF10A rerep	Nrf2 activator	TGFb SMAD3 inh	Nrf2 inh	HepG2 viability	A549 tox	IL-1B inflam inh	ATXN2 expr inh	ATXN viability
26	COc1cc(OC)cc(OCC(O)Cn2cnc3cc(C)c(C)cc32)c1 (stereo unspecified)	0%	2.0%	-23%	?	-29%	-1%	-5	7%	i
27	CCOC(=O)NC(=O)c1cn(CCN(C)C)c(=O)[nH]c1=O	8%	2.6%	0%	-4%	-13%	5%	0	-12%	i
28	Cc1ccc(Oc2ccc(C(=O)NC3CCSC3=O)cn2)cc1 (stereo unspecified)	15%	-0.5%	2%	-2%	-1%	-9%	-10	3%	i
29	CCOC(=O)C(C(=O)Nc1ccccc1C)C1CCCCC1 (stereo unspecified)	1%	0.4%	-5%	5%	-22%	-1%	-2	-11%	i
30	CCOC(=O)C1CCCN(CCCc2ccccc2)C1 (stereo unspecified)	1%&10%	-1.3%&-0.1%	0%&11%	0%&1%	4%&4%	2%&15%	15&14	11%&6%	i
31	Cc1noc(C)c1NC(=O)Nc1ccc2c(c1)C(=O)N([C@@H](C)CO)C[C@@H](C)[C@H](CN(C)C(=O)Nc1cccc3ccccc13)OCCCC[C@H](C)O2	.	0.1%	12%	.	10%	.	-13	-5%	i
32	Cc1cccc(OC(=O)NCCOC(=O)N(O)c2ccc(Cl)cc2)c1	-3%	3.7%	-9%	-3%	-11%	-5%	-79*	-7%	i
33	Cc1ccc(C(=O)NNC(=O)c2n[nH]c(=O)c3ccccc23)cc1C	-1%	4.0%	1%	8%	3%	-6%	-3	37%	i
34	CCCCN1CC[C@H]2C=CC[C@@H](C(=O)Nc3ccc(OC)cc3)[C@H]2C1=O	-5%	-0.6%	1%&-22%	-1%	1%&4%	-2%	-5	4%	i
35	CCOc1ccc(C(=O)CC(C(=O)O)N2CCCCC2)cc1 (stereo unspecified)	?	16µM*	?	-20%	-24%	-7%	-57*	-1%	i
36	Cc1cccc(OCC(=O)N/N=C/c2ccc3c(c2)OCO3)c1	-47%[inhibitor]	-0.6%	-12%	15%	0%	-3%	2	8%	i
37	CC(C)NC(=O)C(=O)NCc1ccccn1	?	-0.3%	9%	4%	1%	-2%	-13	4%	i
38	Cc1nn(Cc2ccccc2)c(Cl)c1/C=C1\NC(=S)NC1=O	18%	15%	12%	?	-7%	2%	-64*	8%[11.3 µM]	?
39	Cc1ccc(NS(=O)(=O)c2ccc3c(c2)CCC(=O)N3)cc1C	0%	0.9%&0.3%	0%&3%	?	-21%&-1%	5%&-2%	22	7%&-12%	i
40	CCOc1ccc(S(=O)(=O)Nc2ccccc2SC)c2cccnc12	-3%	-0.2%	-8%	?	-17%	-5%	30	1%	i
41	CCOc1ccc(N(C(=O)Cn2nnc3ccccc32)C(C(=O)NC(C)(C)CC)c2cccn2C)cc1 (stereo unspecified)	3%	0.5%	-9%	19%	-9%	-10%	-3	3%	i

# Quoted at random: 3 compounds from above, in no set order.
no.	mol	MCF10A rerep	Nrf2 activator	TGFb SMAD3 inh	Nrf2 inh	HepG2 viability	A549 tox	IL-1B inflam inh	ATXN2 expr inh	ATXN viability
35	CCOc1ccc(C(=O)CC(C(=O)O)N2CCCCC2)cc1 (stereo unspecified)	?	16µM*	?	-20%	-24%	-7%	-57*	-1%	i
39	Cc1ccc(NS(=O)(=O)c2ccc3c(c2)CCC(=O)N3)cc1C	0%	0.9%&0.3%	0%&3%	?	-21%&-1%	5%&-2%	22	7%&-12%	i
28	Cc1ccc(Oc2ccc(C(=O)NC3CCSC3=O)cn2)cc1 (stereo unspecified)	15%	-0.5%	2%	-2%	-1%	-9%	-10	3%	i

# Outcome played no part in choosing rows; any-hit rate near 8.8%.
